Assay outcomes as filed in PubChem BioAssay.
mHTT-CaM PPI inh: inhibitors of human mutant huntingtin-calmodulin interaction; AlphaScreen His-mHTT/GST-CaM binding, luminescence; AID 1671202; P42858; inhibition, % at 15 µM; 3.6% of 190,000 active;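 also: 0% = both proteins with DMSO and 100% = one protein alone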
Pf apPOL inh: Pf-apPOL DNA polymerase inhibition. Recombinant Pf-apPOL, molecular beacon fluorescence, 1.5 h. inhibition, % at 10 µM. 0.25% of 210,000 active
An asterisk follows results filed as active; · = not tested or not shown; & = joins results of further samples; ! = not confirmed by another sample. Rule as the data show it: active = inhibition above about 50%; inactive = the rest. These rows are one share of the data; count on the stated rates, not on these rows.

Start of the data: the first 4 records as a preview:
SMILES	mHTT-CaM PPI inh	Pf apPOL inh
Clc1ccc2[nH]cc(-c3nnnn3-c3ccc4ccccc4c3)c2c1	·	-11.4&-5.7
CSC(=S)NNC(=O)c1ccc(C(F)(F)F)cc1	·	-16.8
COCCn1c(C2CCN(C(=O)Nc3ccc(C)cc3)C2)nc2cccnc21 (stereo not given)	7.9	-5.6
O=C(Nc1ccccc1)c1cccnc1N1CCSCC1	-5.0	-6.0

The list itself, from the start:
SMILES	mHTT-CaM PPI inh	Pf apPOL inh
Clc1ccc2[nH]cc(-c3nnnn3-c3ccc4ccccc4c3)c2c1	·	-11.4&-5.7
CSC(=S)NNC(=O)c1ccc(C(F)(F)F)cc1	·	-16.8
COCCn1c(C2CCN(C(=O)Nc3ccc(C)cc3)C2)nc2cccnc21 (stereo not given)	7.9	-5.6
O=C(Nc1ccccc1)c1cccnc1N1CCSCC1	-5.0	-6.0
COc1ccc2nc(N3CCC(C(=O)NCc4ccc(C)cc4)CC3)sc2c1	1.0	-4.1
O=C1NN(c2ccccc2)C(=O)C2C(c3ccccc3)C=CC(c3ccccc3)C12 (stereo not given)	24.0	2.1
CCOC(=O)c1oc2cc(OCC(=O)OC(C)C)ccc2c(=O)c1-c1ccccc1OC	7.8	-4.8
CCCCCC[n+]1ccccc1C=Cc1cccs1	·	-2.7
CSc1cccc(NC(=O)C2CCN(C(=O)c3ccc(F)cc3)CC2)c1	-5.1	-3.4
Cc1cc(OCC(=O)N2CCC(C)CC2)nc(-c2ccc(Cl)cc2)n1	-6.4	-2.2
Cn1cc(C2=CCN(C(=O)NC3CCCC3)CC2)c2cccnc21	20.4	-0.6
CC(C)(C)NC(=O)c1cccc2c1-c1ccccc1C2=O	1.0	1.4
COc1nccnc1NS(=O)(=O)c1ccc(NC(=O)CCc2ccccc2)cc1	5.3	-9.7
O=C1CCN(CCc2ccccc2)CCN1CCSc1ccccc1	36.8	-10.1
CCCCC(=O)Nc1nnc(C2CC(=O)N(c3ccc(Cl)cc3)C2)o1 (stereo not given)	-0.1	0.7
CCOc1ccc(C2C3=C(CCCC3=O)N(C)C3=C2C(=O)CCC3)cc1Cl	3.5	-3.0
COc1ccc(/C=C/C2=NC(=C\c3ccco3)/C(=O)O2)cc1	8.0	-3.3
FC(F)(F)c1cccc(N2CCN(c3nc4cccnc4s3)CC2)c1	12.0	-6.7
COCCN1C(=O)C(O)=C(C(=O)c2cccs2)C1c1cccc(Br)c1 (stereo not given)	0.6	-6.4
CC(O)C#CCN(Cc1ccccc1)C(C)C (stereo not given)	0.5	-53.9
Cc1ccc(/C=C/C2=NC(=C\c3cccc(Br)c3)/C(=O)O2)cc1	11.0	-3.0
Cc1ccc(C=CS(=O)(=O)N2CCN(c3ccc(-c4cccs4)nn3)CC2)cc1	-5.8	-3.3
CCCCC1CCC(C(=O)Nc2c(C(=O)OCC)[nH]c3ccccc23)CC1 (stereo not given)	-2.4	-3.9
COc1ccc(NC2=CC(=O)CC(c3ccccc3)C2)cc1 (stereo not given)	3.5	-0.4
CON=C(c1ccc(OCCOc2ccc(C(=NOC)C(C)C)cc2)cc1)C(C)C	-9.9	1.5
O=C(CSC1=Nc2ccccc2C2=NC(c3ccccc3)C(=O)N12)c1ccccc1 (stereo not given)	4.0	-5.9
CC(C)CN1C(=O)C(CC(=O)NC(C)C)Sc2ncccc21 (stereo not given)	-1.7	-4.1
Cc1ccc(OCC(=O)Nc2ccccc2C(N)=O)c(Br)c1	-2.0	-8.2
N#Cc1cccc(-c2cn3c(n2)N(C(=O)c2cccs2)CCC3)c1	16.8	-4.9
CCOc1ccc(-n2c(SCC(=O)Nc3ccc(C)cc3C)nc3c(c2=O)SCC3)cc1	0.0	-6.4
CC1(C)CC(=O)C2=C(C1)OC1=C(C(=O)CC(C)(C)C1)C21C(=O)Nc2ccccc21	6.0&0.7	-0.5&-8.5
COc1ccc(C(=O)Nc2cccc(C)n2)c(OC)c1OC	-7.9	0.0
CCc1cc(C2CCCN2C(=O)Nc2ccccc2CC)on1 (stereo not given)	0.9	1.1
CCOC(=O)N1CCN(C(=O)C(C)N(c2ccc(Oc3ccccc3)cc2)S(C)(=O)=O)CC1 (stereo not given)	1.8	-5.0
COCCC1CCN(C(=O)CN(C)C(=O)c2sccc2C)CC1	2.0	1.9
CC(C)C(=O)Nc1nnc(C2CC(=O)N(c3ccc(Cl)cc3)C2)o1 (stereo not given)	13.6	-4.8
Cc1cc(C)n2nc(SCC(=O)NC3CCC(C)CC3)nc2n1 (stereo not given)	14.0	-19.4
CCC(CO)NC1=C([N+](=O)[O-])C(=O)CC(C)(C)C1 (stereo not given)	-5.6	-10.0
Cc1ccc(S(=O)(=O)OC2COC3C(OS(=O)(=O)c4ccc(C)cc4)COC23)cc1 (stereo not given)	·	-3.7
CCOc1ccc(CCN2C(=O)CCC2(C)C(=O)NCCC(C)C)cc1 (stereo not given)	-8.9	1.5

Part of the list above, field by field:
> CCOC(=O)N1CCN(C(=O)C(C)N(c2ccc(Oc3ccccc3)cc2)S(C)(=O)=O)CC1 (stereo not given)
  mHTT-CaM PPI inh: 1.8
  Pf apPOL inh: -5.0
> COCCC1CCN(C(=O)CN(C)C(=O)c2sccc2C)CC1
  mHTT-CaM PPI inh: 2.0
  Pf apPOL inh: 1.9
> CC(C)C(=O)Nc1nnc(C2CC(=O)N(c3ccc(Cl)cc3)C2)o1 (stereo not given)
  mHTT-CaM PPI inh: 13.6
  Pf apPOL inh: -4.8

Remaining list, next part:
SMILES	mHTT-CaM PPI inh	Pf apPOL inh
CCOc1ncccc1CNC(=O)c1ccc(C)nc1	-5.7	-5.3
CCOc1ccccc1C(=O)N1CCc2nc(-c3ccc(F)cc3)ncc2C1	21.7	-6.3
COc1ccc(CNC(=O)C2CCN(C(=O)c3cccnc3-c3ccccc3C)CC2)cc1	1.4	-1.9
O=C(CCNc1cnc2cnccn12)N1CCCCCC1	0.4	-3.2
O=C(O)COc1cccc2ccccc12	15.0	2.1
CC1CCCC2(C1)OCC(C(=O)NC1CC1)N2C(=O)c1ccccc1F (stereo not given)	-0.8	0.7
CCOC(=O)NNC(=S)Nc1ccccc1N1CCOCC1	·	-3.5
CCOc1cccc(CN2CCC(C)(O)C(N3CCCC3)C2)c1 (stereo not given)	-0.5	-1.5
CCCN1C(=O)C(CC(=O)N2CCCCC2)Sc2ncccc21 (stereo not given)	-2.3	0.5
CC1CCc2nc(NC(=O)c3cc(=O)c4ccccc4o3)sc2C1 (stereo not given)	1.0	6.0
CC12CCC(C1)C(C)(C)C2OCC(O)CN1CCN(c2cccc(C(F)(F)F)c2)CC1 (stereo not given)	65.2*	-1.0
O=C(O)COCC(=O)NCc1csc2ccc(Cl)cc12	·	-6.6&-0.8
O=C1Nc2ccccc2N(O)N1c1ccc(Cl)c(Cl)c1	-1.0	33.0
Cc1cc([N+](=O)[O-])ccc1NC(=O)COc1nsnc1N1CCOCC1	10.0	-7.7
O=C(c1ccc(C(F)(F)F)nc1)N1CCOC(COCc2ccccc2)C1 (stereo not given)	6.5	0.7
CCCn1cc(C2=CCN(C(=O)NCc3ccc(C)cc3)CC2)c2cccnc21	43.3	-7.5
CC1=Cn2c(=O)c3ccccc3c(=O)n2C1	·	-1.7
S=C(Nc1ccccc1)NN1CCN(C2c3ccccc3-c3ccccc32)CC1	42.1	·
O=S(=O)(Nc1ccccn1)c1ccc(N=Cc2cccc(Cl)c2)cc1	-1.0	0.5
Fc1c(F)c(Oc2ccccc2)c(F)c(F)c1Oc1ccccc1	·	3.7&-8.3
O=C(O)c1ccc(O)c(C=Nc2cc(Cl)ccc2Cl)c1	-3.0	3.8
COc1ccccc1C(=O)N1CCc2nc(-c3ccc(Cl)cc3)ncc2C1	9.5	-1.3
CC1CCCN(CC2CCN(S(=O)(=O)c3cccc(Cl)c3)CC2)C1 (stereo not given)	-3.3	-2.6
COc1ccc(N2CN=c3s/c(=C\c4cccnc4)c(=O)n3C2)cc1	9.0	-4.2
O=S(=O)(NCCN1CCN(c2ccccc2)CC1)c1ccc2ccccc2c1	0.9	0.5
COc1ccc(Br)cc1CNC(=O)CCc1cn(C)c2ccccc12	24.0	-14.9
Cc1ccc(-n2cnc(C(=O)NCc3ccccc3F)n2)cc1	-6.0	-3.9
CC1=C(C(=O)Nc2cc(C)ccn2)C(c2ccc([N+](=O)[O-])cc2)C2=C(CCCC2=O)N1 (stereo not given)	8.2	-2.6
COc1ccc(CNC(=O)N2CCC(c3cc(N)on3)CC2)cc1	-6.9	-0.5
CCc1cccc(NC(=O)N2CCc3c(c(COc4ccc(F)cc4)nn3C)C2)c1	17.4	1.4
Cc1ccc(S(=O)(=O)Nc2ccc(Cl)c(Cl)c2)cc1	-0.5	-7.0
O=C(Nc1ccc(O)c2c(=O)cc(-c3ccccc3Cl)oc12)c1cccs1	8.4	-2.1
Cc1cccc(CNC(=O)c2ccc(-c3cncnc3)nc2)c1	-1.7	0.4
CCN(CC)CCC(=O)c1ccc2c(c1)OCO2	-5.3	-3.4
CC1Cc2ccc(-c3cc(CNC(=O)c4cc(-c5ccco5)on4)no3)cc2O1 (stereo not given)	17.4	9.9
Cc1ccc(F)cc1NC(=O)CSc1cccc2cccnc12	2.7	0.2
COc1ccccc1CCNC(=O)C(=O)Nc1cccnc1	-10.6	-4.1
NCCCc1nc2ccc(O)cc2[nH]1	-5.5	·
CCN(CC)C(=O)C1CCCN(Cc2ccco2)C1 (stereo not given)	1.0	-5.0
COc1ccc(NS(=O)(=O)CC23CCC(CC2=O)C3(C)C)cc1 (stereo not given)	-2.0	-2.5
CN(Cc1ccccc1)c1ncnc(N)c1[N+](=O)[O-]	9.0&-5.0	92.3*!
COc1ccc(OC)c(COCC(O)CN2CCCC(C)C2)c1 (stereo not given)	-4.7	5.3
Clc1cc(Cl)cc(Nc2nc(-c3ccccc3)cs2)c1	96.4*	-5.0
COc1cc(OC)c(CN2CCN(c3ccccc3F)CC2)cc1Br	-1.2	-8.2
COc1ccc(NC2CC(=O)N(CCc3ccccc3)C2=O)cc1 (stereo not given)	4.6	1.0
CCCc1cc(=O)oc2cc(OC(C)C(=O)O)ccc12 (stereo not given)	-3.8	-2.9
COc1ccc(C=Nc2nc(C34CC5CC(CC(C5)C3)C4)cs2)cc1	3.0	-6.3
C=CCc1c(C)nc2nc(SCC(=O)Nc3cccc(Cl)c3)nn2c1C	31.0	-6.8
CCc1ccc(NC(=O)C2CCCN(c3nccc4sccc34)C2)cc1 (stereo not given)	-5.9	-3.2
O=C(Nc1cccc(C(F)(F)F)c1)C1CCn2c(nc3ccccc32)C1 (stereo not given)	7.4	-6.1
CCn1c(=O)c(C(=O)N2CCN(C)CC2)nc2ccccc21	1.0	-7.8
CN(C)C1CN(C(=O)c2cccn2C)CCC1(O)c1ccccc1 (stereo not given)	3.0	0.1
O=C(c1cc2ccccc2o1)N1CCC(CNS(=O)(=O)Cc2ccccc2Cl)CC1	-11.0	-12.1
COc1ccc(C(=O)NCc2ccc(C(=O)NCC(OC)OC)cc2)cc1OC	-1.0	-0.5
COc1ccccc1CC(=O)NC(C)CCc1ccccc1 (stereo not given)	-9.6	25.7
O=C(Nc1cccc([N+](=O)[O-])c1)c1cccc(S(=O)(=O)N2CCOCC2)c1	12.0	-10.4
O=C(NCCc1ccccn1)C1CC(=O)N(c2cccc(F)c2)C1 (stereo not given)	-2.8	-4.0
CN(C)c1cccc(C(=O)NC2CCN(c3ccccc3)C2=O)c1 (stereo not given)	0.5	0.2
COc1cc(COc2ccc3c4c(c(=O)oc3c2)CCC4)cc(OC)c1OC	-4.0	1.0
O=C(Nc1nncs1)c1ccc(Cl)c([N+](=O)[O-])c1	-1.0	-0.1

Further entries
SMILES	mHTT-CaM PPI inh	Pf apPOL inh
COc1ccc(C2C3=C(CCCC3=O)NC3=C2C(=O)CCC3)cc1Br	2.0	-0.9
Cc1cccc(C(=O)Nc2ccccc2Br)c1	-16.9	-10.8
Cc1ccc2c(c1)N(C(=O)Nc1cccc(C)c1C)CC(C)O2 (stereo not given)	3.8	-5.9
O=C(Nc1ccccc1C(=O)O)c1ccc(NC(=O)c2cccs2)cc1	23.6	0.3
CC(C)C(=O)N(c1ccc(F)cc1)C1C=CS(=O)(=O)C1 (stereo not given)	-1.0	0.4
COc1ccc(CCNC(=O)c2cn(C3CCCC3)c(=O)c3c2c2ccccc2n3C)cc1OC	28.0	-6.7
O=C1NC(c2ccccc2[N+](=O)[O-])Nc2sc3c(c21)CCCC3 (stereo not given)	58.0*	0.1
Cc1cccc(-n2nc3c(c2NC(=O)c2c(F)cccc2F)CS(=O)(=O)C3)c1C	1.0	-2.5
CCN1CCN(c2cc(Oc3cccc(C)c3)ncn2)CC1	-0.7	-7.0
O=C(CN1C(=O)C2C3c4ccccc4C(c4ccccc43)C2C1=O)Nc1cccc(Cl)c1 (stereo not given)	100.3*	0.3
O=C(CSc1nc(=O)[nH]c2c1CCC2)c1ccc(Cl)cc1	36.5	75.7*
CCN(CC)Cc1c(CC(C)C)oc(C)c1C(=O)O	0.4	-3.4
FC(F)(F)c1cccc(CSc2cc(N3CCCC3)ncn2)c1	-42.6	-14.5
COc1ccc(OC2CCN(S(=O)(=O)c3ccc(F)cc3)CC2)cc1	-16.8	-5.1
CC(C)N1C(=O)c2ccccc2C1C(=O)NC1CCCCC1 (stereo not given)	-5.0	-13.3
CCOc1ccc(NC(=O)C2CCC(N3C(=O)c4ccccc4C3=O)CC2)cc1 (stereo not given)	2.4	27.6
Cc1noc(-c2nn(C)c3c2CN(S(=O)(=O)c2ccc(F)cc2)CC3)n1	13.3	-2.8
CC(=O)n1c2ccccc2c2cc([N+](=O)[O-])ccc21	-1.1	-2.2
COc1ccccc1C(=O)NC(Nc1ccccc1)C(Cl)(Cl)Cl (stereo not given)	-2.0	-5.8
Cc1ccc(N2C(=O)CC(N3CCc4ccccc4C3)C2=O)cc1C (stereo not given)	0.3	-8.8
